HePTP inhibitor: blocks human HePTP tyrosine phosphatase; recombinant HePTP phosphatase activity, OD absorbance; actives 0.64% (n = 110,000); inhibition, % at 20 µM; P35236; in the data active = inhibition above about 50%;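 note: plate controls were vehicle for no effect and reference inhibitor for full effect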
Target sequence (P35236 whole entry, looked up): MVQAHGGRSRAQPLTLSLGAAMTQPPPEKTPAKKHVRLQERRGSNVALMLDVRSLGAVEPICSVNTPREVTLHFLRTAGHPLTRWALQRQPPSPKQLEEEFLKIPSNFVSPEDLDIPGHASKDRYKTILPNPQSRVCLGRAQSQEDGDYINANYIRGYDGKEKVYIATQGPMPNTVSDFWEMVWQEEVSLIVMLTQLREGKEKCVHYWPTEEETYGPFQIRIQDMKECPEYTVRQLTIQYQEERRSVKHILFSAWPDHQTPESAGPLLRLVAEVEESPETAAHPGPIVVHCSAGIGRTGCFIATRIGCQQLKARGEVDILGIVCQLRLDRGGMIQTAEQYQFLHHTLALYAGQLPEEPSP
BAP1 block: inhibitors of human BAP1 deubiquitinase; Q92560; recombinant BAP1, Ub-AMC hydrolysis fluorescence kinetic; hits give low values; activity remaining (% of control), % at 20 µM; actives 0.48% (n = 72,000); AID 436;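 active = activity remaining at or below 50% of control, provided the compound also passes the data quality filters; inactive = the rest, including low values that fail the filters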;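 note: 100% = DMSO wells rate and 0% = substrate alone blank rate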
Target sequence (Q92560 whole entry, looked up): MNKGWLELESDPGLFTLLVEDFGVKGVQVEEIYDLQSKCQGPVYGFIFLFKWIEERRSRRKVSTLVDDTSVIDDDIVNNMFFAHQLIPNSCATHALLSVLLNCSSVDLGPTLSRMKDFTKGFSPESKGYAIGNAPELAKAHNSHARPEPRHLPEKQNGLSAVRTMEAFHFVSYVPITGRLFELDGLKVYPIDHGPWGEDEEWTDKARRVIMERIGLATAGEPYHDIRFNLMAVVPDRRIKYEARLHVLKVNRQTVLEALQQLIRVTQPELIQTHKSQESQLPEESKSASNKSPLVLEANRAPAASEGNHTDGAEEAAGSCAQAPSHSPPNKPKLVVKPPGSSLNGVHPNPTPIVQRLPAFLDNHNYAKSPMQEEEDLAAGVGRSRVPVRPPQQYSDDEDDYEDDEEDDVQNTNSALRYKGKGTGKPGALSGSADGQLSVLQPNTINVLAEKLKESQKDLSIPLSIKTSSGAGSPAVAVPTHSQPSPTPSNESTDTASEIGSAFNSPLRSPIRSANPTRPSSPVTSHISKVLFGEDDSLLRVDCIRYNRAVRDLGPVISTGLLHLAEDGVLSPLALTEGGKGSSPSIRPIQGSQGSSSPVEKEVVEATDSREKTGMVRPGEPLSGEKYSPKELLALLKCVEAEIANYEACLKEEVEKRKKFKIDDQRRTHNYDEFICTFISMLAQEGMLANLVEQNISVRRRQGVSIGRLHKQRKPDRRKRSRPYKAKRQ
* hit, by the source's call; & = joins results of further samples.

What do the screens show for `O=C(O)C1CCCN1S(=O)(=O)c1ccc(Cl)c(Cl)c1` (centres undefined)?
HePTP inhibitor: 5; BAP1 block: 99

How did Cc1cccc(C)c1OCC(=O)Nc1ccc(-c2nc3ccccc3[nH]2)cc1 do in these assays?
HePTP inhibitor: 4

What do the screens show for `CC(C)(C)c1ccc(C(=O)NCc2ccccn2)cc1`?
HePTP inhibitor: 3

How did COc1cccc2cc(C(=O)n3ccc(C)n3)c(=O)oc12 do in these assays?
HePTP inhibitor: 14; BAP1 block: 108

Results for COc1cccc(NC(=O)CSc2nnc(Cc3cccn3C)n2-c2ccc(F)cc2)c1 ?
HePTP inhibitor: -6; BAP1 block: 82

Results for O=C1OC(c2ccccc2F)=N/C1=C\c1cccc([N+](=O)[O-])c1 ?
HePTP inhibitor: 5

Results for Cc1ccc(-c2nnc(N3CCCCC3)c3ccccc23)cc1S(=O)(=O)N1CCN(C)CC1 ?
HePTP inhibitor: 9; BAP1 block: 99

What do the screens show for `COc1ccc(C2CC(=O)c3cnc(N4CCN(Cc5ccccc5)CC4)nc3C2)cc1` (centres undefined)?
HePTP inhibitor: 7; BAP1 block: 69

How did O=C(Cn1c(NCCCO)nc2ccccc21)c1ccc(Br)cc1 do in these assays?
HePTP inhibitor: -7; BAP1 block: 100

How did COc1cccc(C(=O)NC(C)C(c2cccs2)N2CCN(C)CC2)c1 (centres undefined) do in these assays?
HePTP inhibitor: 1; BAP1 block: 127

Three entries already listed, ordered by molecular weight, largest number first.
What do the screens show for `COc1ccc(C2CC(=O)c3cnc(N4CCN(Cc5ccccc5)CC4)nc3C2)cc1` (centres undefined)?
HePTP inhibitor: 7; BAP1 block: 69

What do the screens show for `O=C(O)C1CCCN1S(=O)(=O)c1ccc(Cl)c(Cl)c1` (centres undefined)?
HePTP inhibitor: 5; BAP1 block: 99

What do the screens show for `CC(C)(C)c1ccc(C(=O)NCc2ccccn2)cc1`?
HePTP inhibitor: 3

(further entries)
What do the screens show for `COCC(=O)NC1CC2CCCC(C1)N2Cc1ccccc1` (centres undefined)?
HePTP inhibitor: 6; BAP1 block: 90

How did CN(c1ccccc1)S(C)(=O)=O do in these assays?
BAP1 block: 66

What do the screens show for `CCN(CC)c1ccc(NC(=O)C2CCCN(S(=O)(=O)c3cnc[nH]3)C2)c(C)c1` (centres undefined)?
HePTP inhibitor: 4; BAP1 block: 100

How did CC(=O)SCC(=O)N=c1sc2cc(F)ccc2n1C do in these assays?
HePTP inhibitor: 2; BAP1 block: 127

What do the screens show for `CCc1cc2c(NCCO)ncnc2s1`?
HePTP inhibitor: 6; BAP1 block: 93

Results for Cc1ccc(OCCOCCOc2ccc(/C=C3/SC(=S)N(C)C3=O)cc2)cc1 ?
HePTP inhibitor: -20

What do the screens show for `O=C(Nc1nc(-c2ccccc2)cs1)C1c2ccccc2Oc2ccccc21`?
HePTP inhibitor: -9; BAP1 block: 53

Results for COC(=O)c1cccc(NCN2C(=O)c3ccccc3C2=O)c1 ?
HePTP inhibitor: 1; BAP1 block: 100

Results for Fc1ccc(C(c2ccc(F)cc2)N2CCN(C/C=C/c3ccccc3)CC2)cc1 ?
HePTP inhibitor: 8; BAP1 block: 84&75

How did Cc1ccc(C2=N/C(=C\c3ccc([N+](=O)[O-])cc3)C(=O)O2)cc1 do in these assays?
HePTP inhibitor: 5

Results for CCOc1ccc(/C=C2\C(=O)NC(=S)N(c3ccc(F)cc3)C2=O)cc1OC ?
HePTP inhibitor: -4

How did Cc1cc(O)c2c(=O)c(-c3csc(C)n3)c(C(F)(F)F)oc2c1 do in these assays?
BAP1 block: 130

Results for CCOc1ccc(N2CCn3c2nc2c3c(=O)n(CCc3ccccc3)c(=O)n2C)cc1 ?
HePTP inhibitor: 5; BAP1 block: 131

What do the screens show for `Cc1cc(C)c(S(=O)(=O)N(C)C2CCCCC2)c(C)c1`?
HePTP inhibitor: -4

How did COC(=O)c1ccccc1NC(=O)Nc1cccs1 do in these assays?
HePTP inhibitor: 9; BAP1 block: 87

How did Cc1ccc2[nH]c(=O)c(CN(Cc3ccccc3)Cc3nnnn3C3CCCC3)cc2c1 do in these assays?
HePTP inhibitor: 5

How did CCOc1cccc(C(=O)Nc2ccc(NC(=O)c3cc4ccccc4o3)c(OC)c2)c1 do in these assays?
HePTP inhibitor: 4

What do the screens show for `Cn1cccc1Cc1nnc(SCC(=O)Nc2ccc3c(c2)OCO3)n1CCc1ccccc1`?
HePTP inhibitor: 1; BAP1 block: 85

How did Cc1ccc(C(=O)CSc2nc3ccccc3c(=O)n2-c2ccccc2)cc1 do in these assays?
HePTP inhibitor: 6

Results for CCOC(=O)c1ccc(NC(=O)c2ccc(Cl)cc2Cl)cc1 ?
HePTP inhibitor: 1

How did CC(C)c1c(O)nc(SCCN(C)C)[nH]c1=O do in these assays?
HePTP inhibitor: 4&-7; BAP1 block: 117

Results for COc1ccc(CCNS(=O)(=O)c2cccc(S(=O)(=O)N3CCCC3)c2)cc1OC ?
HePTP inhibitor: 8; BAP1 block: 97

What do the screens show for `COC(=O)c1cccc(NC(=O)CSc2ncn[nH]2)c1`?
HePTP inhibitor: 3; BAP1 block: 60

What do the screens show for `O=C(NCCCN1CCOCC1)c1nn2c(c1Br)NC(c1cccs1)CC2C(F)(F)F` (centres undefined)?
HePTP inhibitor: 5

What do the screens show for `C=C(Cl)COc1ccc2c(CC)cc(=O)oc2c1`?
HePTP inhibitor: 8; BAP1 block: 76

Results for S=C(Nc1ccc2nc(-c3ccccc3)c(-c3ccccc3)nc2c1)N1CCN(c2ccccn2)CC1 ?
HePTP inhibitor: -6

How did O=C(Nc1ccc(F)c(Cl)c1)c1ccc([N+](=O)[O-])cc1 do in these assays?
HePTP inhibitor: 0

Results for CCCN(C=O)/N=C/c1ccc(Cl)cc1 ?
HePTP inhibitor: -6

What do the screens show for `O=C(Nc1ccc(F)cc1)c1cc(-c2cccs2)nc2ccccc12`?
HePTP inhibitor: 11

What do the screens show for `NS(=O)(=O)c1ccc(NC(=O)c2ccccc2C(=O)N2CCCCC2)cc1`?
HePTP inhibitor: 8; BAP1 block: 95

What do the screens show for `COc1ccc(O)c(C(=O)CC(=O)c2ccc(C(C)(C)C)cc2)c1`?
HePTP inhibitor: 4

Results for COc1ccc([N+](=O)[O-])cc1NS(=O)(=O)c1ccc(NC(C)=O)cc1 ?
HePTP inhibitor: -1

Results for CCc1ccc(OCC(=O)Nc2ncc3c(n2)CC(C)(C)CC3=O)cc1 ?
HePTP inhibitor: 2; BAP1 block: 93

What do the screens show for `O=C(CN(c1ccccc1)S(=O)(=O)c1ccccc1[N+](=O)[O-])Nc1ccccc1Br`?
HePTP inhibitor: 1

How did O=C(NCCCN1CCOCC1)c1cc(-c2ccccc2)nc2ccccc12 do in these assays?
HePTP inhibitor: -3; BAP1 block: 107

Results for O=C(NCc1n[nH]c(=S)n1-c1ccc(F)cc1)c1ccc(S(=O)(=O)N2CCCC2)cc1 ?
HePTP inhibitor: -8; BAP1 block: 99

How did CCOC(=O)c1csc(NC(=O)c2cccc(C(F)(F)F)c2)n1 do in these assays?
BAP1 block: 72

Results for CCOc1ccc(OCC)c(S(=O)(=O)NCc2ccc3c(c2)OCO3)c1 ?
HePTP inhibitor: 3; BAP1 block: 96

What do the screens show for `COc1cccc(OCC(O)CN2CCN(c3ccccc3)CC2)c1` (centres undefined)?
BAP1 block: 245

What do the screens show for `O=C(O)c1cccc(-n2cccc2/C=N/O)c1`?
BAP1 block: 112

How did COc1ccc(CNC(=O)C2c3ccccc3Oc3ccccc32)cc1 do in these assays?
HePTP inhibitor: -4

How did CC(/C=C/c1ccc(I)cc1)=C\C(=O)O do in these assays?
HePTP inhibitor: 13

What do the screens show for `C(=NC12CN3CN(CN(C3)C1)C2)c1ccc2c(c1)OCO2`?
HePTP inhibitor: 4; BAP1 block: 109

How did CC(C)CSc1nc2c(c(=O)[nH]c(=O)n2C)n1CCc1ccccc1 do in these assays?
HePTP inhibitor: 6; BAP1 block: 115

What do the screens show for `CC1CCCC(C)N1C(=O)CSc1nc2ncnc(N)c2[nH]1` (centres undefined)?
HePTP inhibitor: 5; BAP1 block: 104

How did CCOc1cc(C2C(C#N)=C(N)SC(N)=C2C#N)ccc1OCCN1CCOCC1 do in these assays?
HePTP inhibitor: 2; BAP1 block: 140

What do the screens show for `Cc1ccc(-c2ccc(OCC(=O)Nc3ccccc3[N+](=O)[O-])cc2)cc1`?
HePTP inhibitor: -8

What do the screens show for `COc1ccc(-c2cc(C(=O)NCc3cccnc3)no2)cc1`?
HePTP inhibitor: -4; BAP1 block: 106

How did COc1ccc(NC(=O)C2CCN(C(=O)c3ccccc3)CC2)c(OC)c1 do in these assays?
HePTP inhibitor: 12; BAP1 block: 90

What do the screens show for `O=C(O)c1cccc(NC(=O)c2ccc(N3C(=O)c4ccc([N+](=O)[O-])cc4C3=O)cc2)c1`?
BAP1 block: 155

5 entries picked at random from those above, as already listed:
What do the screens show for `CC1CCCC(C)N1C(=O)CSc1nc2ncnc(N)c2[nH]1` (centres undefined)?
HePTP inhibitor: 5; BAP1 block: 104

How did CCOc1cc(C2C(C#N)=C(N)SC(N)=C2C#N)ccc1OCCN1CCOCC1 do in these assays?
HePTP inhibitor: 2; BAP1 block: 140

How did CC(C)CSc1nc2c(c(=O)[nH]c(=O)n2C)n1CCc1ccccc1 do in these assays?
HePTP inhibitor: 6; BAP1 block: 115

How did COc1ccc(NC(=O)C2CCN(C(=O)c3ccccc3)CC2)c(OC)c1 do in these assays?
HePTP inhibitor: 12; BAP1 block: 90

How did COc1ccc(CNC(=O)C2c3ccccc3Oc3ccccc32)cc1 do in these assays?
HePTP inhibitor: -4

Next part
How did CCc1ccc(-c2nc(-c3ccncc3)no2)cc1 do in these assays?
HePTP inhibitor: 4; BAP1 block: 102

Results for CCCn1c(=O)c2ccccc2n2c(SCCOc3ccc(Cl)cc3)nnc12 ?
HePTP inhibitor: 6; BAP1 block: 64

What do the screens show for `O=C(NCCCNc1ccc([N+](=O)[O-])cc1)c1cc2ccccc2o1`?
HePTP inhibitor: 2

What do the screens show for `CC(C)(C)N1C(=O)c2ccc(C(=O)c3ccc(C(=O)O)cc3)cc2C1=O`?
HePTP inhibitor: -5

What do the screens show for `COC(=O)CN(c1cc(Cl)ccc1OC)S(=O)(=O)c1ccc(C)c([N+](=O)[O-])c1`?
HePTP inhibitor: -3

Results for Cn1nnnc1SCC(=O)c1ccc(Br)cc1 ?
HePTP inhibitor: -24

How did CCOc1ccc(C2C(C(=O)OCCOC)=C(C)NC3=C2C(=O)CC(C)(C)C3)cc1 (centres undefined) do in these assays?
HePTP inhibitor: 7

Results for NS(=O)(=O)c1ccc(NC(=O)c2ccc([N+](=O)[O-])o2)cc1 ?
HePTP inhibitor: 1

How did COc1ncnc2c1NC(=O)CS2 do in these assays?
HePTP inhibitor: 6; BAP1 block: 110

What do the screens show for `COc1cc(C2C(C#N)=C(C)NC3=C2C(=O)CC(C)(C)C3)ccc1OCCO` (centres undefined)?
HePTP inhibitor: -5; BAP1 block: 86

Results for CC(C)c1ccc(N2C(=O)NC(=O)/C(=C/c3cc4c(cc3Br)OCO4)C2=O)cc1 ?
HePTP inhibitor: -22

Results for CCOC(=O)C1CCN(c2nc3ccccc3nc2C(C#N)C(=O)OC(C)C)CC1 (centres undefined) ?
HePTP inhibitor: 0; BAP1 block: 111

How did Cc1cccc(N2C(=O)C3C4C=CC(C4)C3C2=O)c1 (centres undefined) do in these assays?
HePTP inhibitor: 3; BAP1 block: 103

Results for O=C(CCCC(=O)OCC(F)(F)C(F)F)Nc1ccc(F)cc1F ?
HePTP inhibitor: -11

Results for CCCCCCSC1=C(C#N)C(c2ccccc2)CC(=O)N1 (centres undefined) ?
HePTP inhibitor: 9; BAP1 block: 99

How did COc1ccc(N2CCN(C(=O)CSc3nnc(-c4cccnc4)n3-c3ccccc3)CC2)cc1 do in these assays?
HePTP inhibitor: 10; BAP1 block: 109

Results for O=C(NCc1cccs1)C1CCC(=O)N1C1CCCCC1 (centres undefined) ?
HePTP inhibitor: 1; BAP1 block: 116

Results for Cc1cc(CN(C)C)c(O)c(C2(C)CCCCC2)c1 ?
HePTP inhibitor: 7; BAP1 block: 97

Results for COc1ccc(CC2CCOC2=O)cc1 (centres undefined) ?
HePTP inhibitor: 4; BAP1 block: 92

Results for COc1cccc(OC)c1C(=O)Nn1c(C2CCC2)nc2ccccc2c1=O ?
HePTP inhibitor: 4; BAP1 block: 103

Results for CC1CN(S(=O)(=O)Cc2ccccc2)CC(C)O1 (centres undefined) ?
HePTP inhibitor: -5; BAP1 block: 108

What do the screens show for `C(=N\n1cnnc1)/c1cn(Cc2ccccc2)c2ccccc12`?
HePTP inhibitor: 11; BAP1 block: 83

How did CCOc1ccc(OCC)c(-c2c(C#N)c(N)nc3c2CCCCCC3)c1 do in these assays?
HePTP inhibitor: 1

What do the screens show for `Cc1ccccc1-n1nc2c(c1NC(=O)c1ccc(Br)o1)CSC2`?
HePTP inhibitor: 2; BAP1 block: 85

How did O=C1C(=O)N(C(c2ccccc2)c2ccccc2)c2ccccc21 do in these assays?
HePTP inhibitor: 4

What do the screens show for `O=C(CCC(=O)N(CC(=O)NC1CCCC1)C1CCCC1)Nc1ccccn1`?
HePTP inhibitor: 7; BAP1 block: 108

How did COc1cccc(C(=O)Nc2ccccc2N2CCCC2)c1 do in these assays?
HePTP inhibitor: 1; BAP1 block: 71

Results for Cc1ccc2nsnc2c1NC(=O)Cc1ccccc1 ?
HePTP inhibitor: 3

What do the screens show for `CCC1=CC(=CN(C)c2ccccc2)C(=O)S1`?
BAP1 block: 60

How did N#Cc1ccccc1NC(=O)Nc1ccc2ccccc2c1 do in these assays?
HePTP inhibitor: -5

Results for O=C(O)CCCN1C(=O)C(=O)/C(=C(\O)c2ccc(Cl)cc2)C1c1ccc(F)cc1 (centres undefined) ?
HePTP inhibitor: -3

How did Fc1cccc(NC(=S)NC(c2ccccc2)c2ccccc2)c1 do in these assays?
HePTP inhibitor: 8

How did COCCn1nnnc1C(c1ccccc1OC)N1CCc2ccccc2C1 (centres undefined) do in these assays?
HePTP inhibitor: 6; BAP1 block: 80

What do the screens show for `CCOC(=O)c1ccc(NC(=O)/C(C#N)=C2\NC(C)(C)Cc3ccccc32)cc1`?
HePTP inhibitor: 13

Results for COc1cc(CN2CCN(Cc3cc(OC)c(OC)c(OC)c3)CC2)cc(OC)c1O ?
HePTP inhibitor: 16

Screening data from PubChem.
